DAX1 inh-1 = NR0B1 (DAX1) inhibition. 0.99% of 340,000 active. AID 504766. HEK293 Gal4-DAX1 luciferase reporter, luminescence. inhibition, % at 6.75 µM;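 active = inhibition above the mean over all tested compounds plus 3 SD, cut at about 4.2% in these data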;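 note: 0% = DAX1-transfected cells with DMSO and 100% = empty-vector control cells with DMSO; inhibition shows as a rise in luminescence from relieved DAX1 repression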
hcDAF12 agonist = H. contortus DAF-12 activation, primary screen | 1.4% of 370,000 active | activation, % at 6.8 µM | HEK293 hcDAF-12 lit1-tk-luc reporter, luminescence; 0% DMSO, 100% Δ7-dafachronic acid;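 active = activation above the mean of all tested compounds plus 3 SD, cut at about 5.5% in these data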;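 note: 100% = response to 3 µM Δ7-dafachronic acid high control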
DAX1 inh-2 = DAX1 (NR0B1) inhibition, primary screen; HEK293T StAR-luciferase reporter, SF-1/DAX-1 repression relief; inhibition, % at 6.8 µM; 1.1% of 370,000 active; AID 652010;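 active = inhibition above the mean over all tested compounds plus 3 SD, cut at about 3.6% in these data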;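 note: 0% = DAX-1 cells with DMSO and 100% = cells lacking DAX-1 with DMSO; higher inhibition means more luminescence from relief of DAX-1 repression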
NR1D1 modulator = Rev-erb alpha (human) modulation; P20393; Rev-erbα–FITC-DNA binding, fluorescence polarization, 90 min; activity, % at 10 µM; 0.79% of 370,000 active;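 active = activity above about 14%, limit read from the data; passing the limit was not always enough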;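 note: 0% = DMSO wells with 35 nM protein and 100% = DMSO wells with 750 nM protein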
ADAM17 inh = inhibitors of human ADAM17; P78536; recombinant ADAM17, EDANS/DABCYL FRET peptide cleavage; inhibition, % at 6.95 µM; 0.83% of 370,000 active;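 active = inhibition above the mean of compounds lying between control limits plus 3 SD, set per campaign, cut at about 8.5% in these data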;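 note: 0% = DMSO-only wells as the low control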
PLC-beta3 inh = blocks human PLC-beta3 enzyme activity; Q01970; Purified PLC-beta3, fluorogenic substrate, fluorescence; inhibition, % at 12.2 µM; 0.18% of 370,000 active; in the data active = inhibition above about 11%;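 note: 0% = median of compound wells on plate and 100% = full blocker control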
PLCg1 inh = blocks human PLC-gamma1 enzyme activity; purified PLC-gamma1, fluorogenic substrate, fluorescence; inhibition, % at 12.2 µM; 0.84% of 370,000 active; AID 720700; in the data active = inhibition above about 9.5%
Target sequence (P19174 whole entry, looked up): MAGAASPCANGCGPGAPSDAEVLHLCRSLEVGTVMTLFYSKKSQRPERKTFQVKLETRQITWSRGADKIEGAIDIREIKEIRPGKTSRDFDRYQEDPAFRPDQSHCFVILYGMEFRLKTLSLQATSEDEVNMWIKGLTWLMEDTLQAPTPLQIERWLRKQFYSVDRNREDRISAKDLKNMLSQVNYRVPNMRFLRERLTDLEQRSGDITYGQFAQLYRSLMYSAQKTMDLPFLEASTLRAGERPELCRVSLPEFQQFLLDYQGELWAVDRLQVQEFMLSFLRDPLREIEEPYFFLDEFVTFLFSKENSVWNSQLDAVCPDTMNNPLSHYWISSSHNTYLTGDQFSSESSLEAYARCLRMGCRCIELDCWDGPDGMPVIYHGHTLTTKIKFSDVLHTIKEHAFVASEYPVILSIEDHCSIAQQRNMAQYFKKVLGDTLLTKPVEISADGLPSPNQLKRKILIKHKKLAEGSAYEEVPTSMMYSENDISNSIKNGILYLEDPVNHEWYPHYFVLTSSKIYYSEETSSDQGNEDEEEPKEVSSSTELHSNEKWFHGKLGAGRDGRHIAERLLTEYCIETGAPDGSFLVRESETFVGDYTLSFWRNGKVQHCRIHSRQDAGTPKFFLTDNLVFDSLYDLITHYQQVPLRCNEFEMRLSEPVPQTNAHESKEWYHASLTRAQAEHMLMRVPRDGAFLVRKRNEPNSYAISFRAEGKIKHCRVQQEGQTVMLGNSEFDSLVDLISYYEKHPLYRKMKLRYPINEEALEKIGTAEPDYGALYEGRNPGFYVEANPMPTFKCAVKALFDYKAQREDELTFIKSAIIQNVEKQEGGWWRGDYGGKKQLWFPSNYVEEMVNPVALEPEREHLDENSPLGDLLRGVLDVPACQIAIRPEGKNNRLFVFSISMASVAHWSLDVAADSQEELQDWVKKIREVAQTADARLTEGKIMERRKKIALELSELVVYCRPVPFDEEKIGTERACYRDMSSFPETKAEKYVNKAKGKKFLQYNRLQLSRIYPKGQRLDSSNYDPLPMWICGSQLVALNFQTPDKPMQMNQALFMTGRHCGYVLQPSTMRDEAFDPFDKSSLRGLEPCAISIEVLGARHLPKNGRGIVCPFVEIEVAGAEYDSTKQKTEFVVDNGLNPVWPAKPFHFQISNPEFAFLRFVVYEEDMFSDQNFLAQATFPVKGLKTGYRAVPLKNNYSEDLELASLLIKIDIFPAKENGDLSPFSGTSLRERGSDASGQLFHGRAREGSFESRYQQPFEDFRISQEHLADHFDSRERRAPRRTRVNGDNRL
ssDAF-12 act = S. stercoralis DAF-12 activation, primary screen; activation, % at 6.8 µM; AID 652126; HEK293 ssDAF-12/GRIP1 lit1-tk-luc reporter, luminescence; % of 3 µM dafachronic acid response; 1% of 370,000 active;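 active = activation above the mean over all tested compounds plus 3 SD, cut at about 0.9% in these data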;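 note: 0% = DMSO-only wells and 100% = 3 µM delta7-dafachronic acid wells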
SMARCA2 activ = SMARCA2 function activation, primary screen; 1% of 370,000 active; activation, % at 9.1 µM; MG213 cells, MMTV-luciferase reporter, dexamethasone, overnight; AID 652017; in the data active = activation above about 7.8%;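 note: 0% = vehicle wells and 100% = reference activator wells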
hgDAF12 agonist = agonists of H. glycines DAF-12 nuclear receptor. HEK293 GAL4-hgDAF12 UAS-luciferase reporter, agonist luminescence; normalized to butyrate control. activation, % at 6.8 µM. 1.8% of 370,000 active. AID 687014;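 active = activation above a cutoff set at the mean of all screened compounds plus 3 SD, cut at about 10% in these data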;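 note: 0% = DMSO wells and 100% = sodium butyrate wells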
MBD2 inh = MBD2-methylated oligo binding inhibition; Q9UBB5; TR-FRET, MBD2 binding to methylated oligonucleotide; inhibition, % at 4.4 µM; 0.31% of 370,000 active; AID 686964; in the data active = inhibition above about 13%
The depositor's hits bear a star; · = not tested or not shown.

structure	DAX1 inh-1	hcDAF12 agonist	DAX1 inh-2	NR1D1 modulator	ADAM17 inh	PLC-beta3 inh	PLCg1 inh	ssDAF-12 act	SMARCA2 activ	hgDAF12 agonist	MBD2 inh
COc1ccc(C(=O)N(CN2CCCC2=O)c2ccccc2OC)cc1OC	-0.3	-1.2	-0.3	-2	0	3	0	-1.8	2	-1.9	2
Cc1[nH]c2ccc(-c3n[nH]c(=S)n3-c3ccccc3)cc2c1C	-0.2	-1.3	-0.1	-2	-1	-11	-5	-2.2	4	-0.6	1
COc1ccc(C(C#N)N2N=C(C)CC2c2ccccc2)cc1 (stereo unspecified)	-0.1	-0.1	0.6	2	-5	-6	2	-1.0	-1	1.8	2
C=CCSc1nnc(NC(=O)CN2C(=O)NC3(CCCC3)C2=O)s1	0.5	-1.8	-0.4	-5	2	-4	2	-0.5	-2	2.7	-7
O=C(O)Cn1cnc2c(NCc3ccccc3)ncnc21	·	0.9	2.8	-2	6	7	8	-0.3	-6	1.8	-3
CCN(CC)c1ccc(NC(=O)COC(=O)CSc2ccc(Br)cc2C)cc1	-0.1	-2.5	1.5	-1	20*	-4	-2	-1.1	-2	1.4	-1
Cc1cc(NC(=O)CCSc2nc(-c3ccco3)cc(C(F)(F)F)n2)no1	0.2	-0.8	0.7	-7	3	7	2	-1.6	1	1.1	1
Cc1cc(COc2ccccc2O)on1	-0.6	2.6	-0.4	0	-3	0	0	-1.2	1	4.7	-1
Cc1nc(N2CCN(Cc3ccccc3)CC2)[nH]c(=O)c1C	-0.8	-2.4	0.5	6	-6	-1	-3	-1.0	-3	3.1	-1
Cn1nc(C(=O)N2CCN(S(=O)(=O)c3ccccc3)CC2)c2ccccc2c1=O	-0.8	-1.0	-0.2	4	2	2	5	-0.8	-5	0.1	0
O=C(CN1CCN(S(=O)(=O)c2ccc(Br)cc2)CC1)N/N=C/c1cc([N+](=O)[O-])ccc1Cl	-1.1	-0.8	0.3	-2	4	4	-144	-0.9	-4	2.2	2
CC(C)(C)c1ccc(-n2ncc3c2CCCC3NC(=O)CN2CCOC2=O)cc1 (stereo unspecified)	-1.5	-3.6	-6.8	-8	-1	0	-2	-1.8	-3	-5.0	1
COc1ccc(NC(=S)N2CCN(Cc3cccc(F)c3)CC2)c(OC)c1	5.0*	0.4	-0.1	2	-3	-8	-1	-2.0	-2	-0.8	6
COc1ccc(C(=O)NC2CCN(C(=S)Nc3cc(C)ccc3C)CC2)cc1	-1.2	-0.3	0.7	-3	-1	-4	0	-1.9	-3	0.2	-4
Nc1nc(Nc2cccc(Cl)c2)n[nH]1	·	0.5	0.2	0	-2	-5	2	-0.1	0	2.5	0
CCOC(=O)C(NC(=O)Nc1ccc(F)cc1F)(Oc1ccccc1)C(F)(F)F (stereo unspecified)	2.7	-0.1	0.1	2	2	0	2	-1.4	-5	-2.3	-3
Cn1c(=O)[nH]c(=O)c2c1nc(NC1CCCCC1)n2CCO	0.3	2.3	-0.7	-7	0	3	3	-1.0	-2	-0.2	-1
CCc1ccc(C(=O)NCc2cccs2)s1	0.6	4.2	0.3	0	-1	3	1	-0.4	5	6.3	2
CCNC(=O)NCCc1c[nH]c2ccc(Cl)cc12	-0.1	-1.8	-0.7	9	1	6	3	-1.4	4	1.8	-4
N#Cc1c(N)nc2c3c(sc(=N)c2c1N)NC(=O)CC3c1ccccc1 (stereo unspecified)	0.1	0.7	-0.5	29*	-10	-58	-52	0.4	4	0.3	1
O=C(NC1CCCc2c1cnn2-c1ccc(F)cc1F)c1cccs1 (stereo unspecified)	·	-3.3	·	-3	-4	3	-1	-2.1	·	-5.3	-2
COc1ccccc1NC(=O)COC(=O)C1CC(=O)N(c2ccc3c(c2)OCCO3)C1 (stereo unspecified)	1.8	-4.1	-2.1	-2	-3	-6	-4	-2.1	-4	-6.5	0
COc1ccc(Cc2nnc(Nc3ccccc3OC)[nH]c2=O)cc1	1.5	-0.9	0.2	-5	-2	0	0	-1.5	1	-0.7	-3
CCC1CN(C(=O)N2CCC(C(=O)NCc3ccc(F)cc3)CC2)c2ccccc2O1 (stereo unspecified)	-0.5	-2.4	-1.6	8	-2	5	1	-1.4	0	-0.5	1
O=C(O)c1ccc(NS(=O)(=O)c2ccc3c(c2)OCCCO3)cc1	-0.1	-2.2	1.2	-2	0	-2	0	-0.5	1	-2.1	-7
O=C(CSc1n[nH]c(=O)n1C1CC1)NCc1ccccc1Cl	0.6	0.8	-0.2	0	-1	-7	-3	-1.6	2	-0.6	2
COc1cc(/C=N/NC(=O)CCn2nc(C)cc2C)ccc1O	1.8	-0.8	0.2	0	-6	-7	-2	-1.7	-1	2.3	4
COc1cc(NC(=O)c2ccc(N3CC4CC(C3)c3cccc(=O)n3C4)c(NC(=O)c3ccncc3)c2)cc(OC)c1OC (stereo unspecified)	-0.1	0.3	0.0	-2	3	-5	3	-1.2	0	0.0	-1
CCc1nnc(NC(=O)CSc2nnc(-c3ccoc3C)n2-c2ccc(C)cc2)s1	1.5	0.1	-0.5	1	-3	-2	-1	-1.3	-3	0.1	-2
COc1ccc(C2(c3ccc(OC)cc3)NC(=O)N(Cn3nnc4ccccc4c3=O)C2=O)cc1	-1.6	-1.0	-0.7	-3	3	3	4	-1.1	-2	-2.0	1

Brought forward from above: 2 compounds, then new ones.
structure	DAX1 inh-1	hcDAF12 agonist	DAX1 inh-2	NR1D1 modulator	ADAM17 inh	PLC-beta3 inh	PLCg1 inh	ssDAF-12 act	SMARCA2 activ	hgDAF12 agonist	MBD2 inh
CCc1nnc(NC(=O)CSc2nnc(-c3ccoc3C)n2-c2ccc(C)cc2)s1	1.5	0.1	-0.5	1	-3	-2	-1	-1.3	-3	0.1	-2
COc1ccc(C2(c3ccc(OC)cc3)NC(=O)N(Cn3nnc4ccccc4c3=O)C2=O)cc1	-1.6	-1.0	-0.7	-3	3	3	4	-1.1	-2	-2.0	1
CC(C)(C)OC(=O)N1CCC[C@H]1C(=O)N/N=C/c1cccc2nccnc12	·	-0.4	0.0	-1	-1	-26	-21	-2.0	-1	-0.9	4
Cc1ccc(-n2c(N)c(C(=O)NCc3cccnc3)sc2=S)cc1	0.1	-1.3	-2.2	-5	2	4	4	-0.8	-4	-1.8	0
CCn1c(/C=C/c2ccc([N+](=O)[O-])o2)nc2ccccc2c1=O	-2.0	-2.4	-2.5	·	-1	-10	-8	-0.8	6	-6.2	0
N#C/C(=C\c1ccccc1)C(=O)Nc1cc(S(=O)(=O)N2CCOCC2)ccc1N1CCCC1	-1.0	1.5	-0.1	3	-4	-11	-2	-0.6	-3	2.4	2
CCOC(=O)C1CCC(CNCc2ccccc2C)CC1 (stereo unspecified)	0.3	-0.7	-0.7	4	-7	3	4	-2.2	-2	-1.8	0
Fc1ccccc1Cc1noc(CN2CCCC(CN3CCOCC3)C2)n1 (stereo unspecified)	0.7	1.0	-0.2	0	-2	-7	0	-1.5	-1	-3.4	2
C=CCNC(=O)c1cnc(-c2ccccc2)nc1-c1ccccc1	0.2	-0.7	-0.1	2	1	-3	5	-1.7	4	-1.5	0
CCC1(C)CC(c2csc(N)n2)CCO1 (stereo unspecified)	-0.1	-1.3	-0.1	-1	2	4	4	-0.7	3	-0.1	-4
C#CCNC(=O)c1cccn1-c1ncc(C(F)(F)F)cc1Cl	-0.2	-0.6	0.5	-2	-2	0	-1	-0.7	-4	1.1	6
CCCc1n[nH]c(=S)n1Cc1ccco1	-0.3	-0.2	0.1	0	-3	-9	3	-0.4	-1	1.0	5
COc1ccc(-c2cc(C(=O)N3CC4(C)CC3CC(C)(C)C4)no2)cc1OC (stereo unspecified)	1.0	-1.2	0.0	3	1	0	1	-1.1	3	-0.4	2
CC(=O)Nc1ccc(/C(C)=N/NC(=O)C2CC2c2ccccc2)cc1 (stereo unspecified)	2.7	-2.1	0.1	-7	0	-1	0	-1.6	3	1.1	4
CCN(CC)C1CCN(C(=O)CCn2nnnc2CN2CCOCC2)C1 (stereo unspecified)	-0.5	-1.2	2.5	-8	5	-4	4	-1.2	-3	-1.7	-1
CN(Cc1c(F)cccc1Cl)C(=O)c1ccc(NS(=O)(=O)c2ccc3[nH]c(=O)[nH]c3c2)cc1	-0.4	0.3	-1.3	12	-3	1	6	-0.5	-2	2.8	-2
O=C(COC(=O)c1ccc(OC(F)F)cc1)Nc1cccc(S(=O)(=O)NC2=NCCC2)c1	0.5	-1.1	-0.1	8	-6	-1	4	-0.5	1	-2.2	1
O=C(Nc1ccc(Cl)c(S(=O)(=O)N2CCOCC2)c1)C1CCC1	0.5	-2.0	-2.8	-2	-4	-13	8	-1.3	-4	-3.2	7
CCN(CC)CCNC(=O)C1c2ccccc2Oc2ccccc21	-0.1	0.1	-0.1	-1	-4	-2	0	-1.1	-1	1.1	-3
CCCCn1nc2cc(C(=O)NCc3ccc4c(c3)OCO4)ccc2c1OCC	1.3	-2.0	0.0	-4	-151	-443	-280	-1.5	2	-1.9	1
O=c1c(O)cccc2cc(O)c(O)c(O)c12	1.7	2.9	0.3	-37	-1	5	46*	-0.9	-2	2.9	87*
CCN1CCN(C(=S)c2ccc(OCC(=O)Nc3ccc(OC)cc3)cc2)CC1	-1.3	-1.1	0.1	-1	0	2	1	-1.5	1	-0.1	-3
O=C(CSc1nc(-c2ccccc2)cs1)Nc1ccccc1[N+](=O)[O-]	-1.5	2.7	0.1	9	0	-2	2	-0.8	1	1.0	0
CC(C)C[C@H]1COc2cc(N3CCC[C@H]3CO)ccc2S(=O)(=O)N1	·	0.7	1.6	1	-3	0	0	-1.5	-4	-2.3	0
CC(C)(C)c1nc(SCC(=O)Nc2ccc(N3CCOCC3)cc2)c2ccccc2n1	-1.8	-0.2	-1.6	53*	3	-1	3	-0.8	0	-1.1	0
COCCNC(=O)c1ccc(CSCc2cccc(Cl)c2)o1	-0.2	-0.6	-0.3	-4	-5	-4	2	-1.5	-2	-1.2	4
CCC(C)NC(=O)CN1C(=O)CC(C)(C)S(=O)(=O)c2ccccc21 (stereo unspecified)	2.2	-0.8	-0.1	1	-2	0	-1	-0.9	0	0.3	-2
Cc1cnc(CN(C)Cc2nc(Cc3cccc(C(F)(F)F)c3)no2)[nH]1	1.9	-1.8	0.1	-3	3	1	8	-1.4	-7	-0.6	0
CCc1cccc(NC(=O)C2CCN(S(=O)(=O)c3ccc4c(c3)CC(C)N4C(C)=O)CC2)c1 (stereo unspecified)	-2.1	1.3	0.0	1	0	4	0	-1.5	-2	-3.1	-2
CC#C[C@]1(O)CC[C@H]2[C@@H]3CCC4=CC(=O)CCC4=C3[C@@H](c3ccc(N(C)C)cc3)C[C@@]21C	0.1	-2.5	-2.9	9	-3	-4	-3	-1.6	-9	-1.1	0
CC(C)(C)N(Cc1ccccc1)C(=O)CCc1ccccc1	-0.8	0.4	-0.6	-4	2	1	5	-0.9	4	-2.1	3
Cc1ccc(S(=O)(=O)Nc2cc(S(=O)(=O)N3CCCCC3)ccc2N2CCOCC2)cc1	-0.2	-2.0	-0.1	1	-4	0	-3	-0.7	-4	-3.6	0
CSCC(C)N1CCC(n2nccc2NC(=O)CCc2ccccc2)CC1 (stereo unspecified)	0.7	3.7	1.9	2	-1	-6	4	-1.0	0	-0.6	7

From PubChem BioAssay
